High-throughput results from PubChem.
USP1 inh: USP1/UAF1 (human) deubiquitinase inhibition; O94782; recombinant USP1/UAF1, Ub-Rhodamine cleavage fluorescence; Potency, µM (series often up to 57.1 µM), without a hit: at the highest dose activity change, negative = inhibition, usual class: inhibitors; actives 0.23% (n = 390,000); AID 743255; also: % is scaled to controls: 0 for no effect and ±100 for the full control effect; nearly all actives have a fitted effect of over 60% in size; inactives centre near -12
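USP1/UAF1 complex at 1 nM was preincubated with compound for 15 min at room temperature, then Ub-Rho substrate (150nM final) was added. Fluorescence (480/540 nm) was read kinetically, 6 reads every 60 seconds.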
IDH1 R132H inh: blocks human mutant IDH1 R132H enzyme. actives 0.093% (n = 390,000). Potency, µM (top dose mostly 76.6 µM), for inactives: at the highest dose activity change, negative = inhibition, most hits filed as inhibitors. IDH1-R132H enzyme, NADPH consumption, diaphorase/resazurin fluorescence. O75874; also: % is scaled to controls: 0 for no effect and ±100 for the full control effect; nearly all actives have a fitted effect of over 65% in size
Target sequence (O75874 whole entry R132H, stated change not applied): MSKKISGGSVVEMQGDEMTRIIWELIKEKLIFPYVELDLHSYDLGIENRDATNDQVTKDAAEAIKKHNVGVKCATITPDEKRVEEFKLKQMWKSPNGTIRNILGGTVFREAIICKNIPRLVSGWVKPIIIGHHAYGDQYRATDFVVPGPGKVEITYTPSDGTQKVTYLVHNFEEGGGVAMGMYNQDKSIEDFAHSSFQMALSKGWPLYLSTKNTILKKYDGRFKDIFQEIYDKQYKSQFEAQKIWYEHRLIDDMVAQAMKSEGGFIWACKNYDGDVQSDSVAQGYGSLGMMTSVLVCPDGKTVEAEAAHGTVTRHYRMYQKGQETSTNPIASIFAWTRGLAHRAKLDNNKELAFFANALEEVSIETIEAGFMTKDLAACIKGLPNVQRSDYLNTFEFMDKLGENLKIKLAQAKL
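IDH1-R132H (0.5 ug/mL) preincubated 30 min with compound, then NADPH (0.016 mM) and alpha-KG (2 mM) added; 80 min at RT, pH 7.5. Remaining NADPH coupled via diaphorase/resazurin to fluorescence (540/590 nm); concentration-response curves normalized to no-enzyme control.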
Vif-A3G inh: Vif-A3G binding inhibition; Q9HC16; HeLa A3G-eYFP + Vif (tagged APOBEC3G with the HIV-1 protein that degrades it), YFP fluorescence, overnight; Potency, µM (titrated, usually from 46.1 µM), for the others: at the top dose activity, negative = active, hits mostly inhibitors; actives 0.076% (n = 410,000); AID 602310;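 also: % is scaled to controls: 0 for no effect and ±100 for the full control effect; nearly all actives have a fitted effect of over 60% in size; hits raise eYFP signal because A3G escapes Vif-driven loss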
Target sequence (Q9HC16 whole entry, looked up): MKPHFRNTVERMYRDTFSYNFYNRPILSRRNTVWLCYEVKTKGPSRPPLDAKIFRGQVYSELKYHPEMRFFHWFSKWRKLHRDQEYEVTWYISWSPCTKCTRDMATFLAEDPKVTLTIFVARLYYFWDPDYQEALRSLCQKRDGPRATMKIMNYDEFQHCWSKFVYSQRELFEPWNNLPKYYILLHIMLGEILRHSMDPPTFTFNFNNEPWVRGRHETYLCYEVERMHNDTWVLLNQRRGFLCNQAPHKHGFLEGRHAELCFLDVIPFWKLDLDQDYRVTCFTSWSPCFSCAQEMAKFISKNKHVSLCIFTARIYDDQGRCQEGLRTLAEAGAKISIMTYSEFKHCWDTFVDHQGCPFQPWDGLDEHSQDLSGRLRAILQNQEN
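HeLa cells stably expressing Vif and C-terminally eYFP-tagged A3G, seeded overnight at 37 deg C, then exposed to compound by pintool overnight at 37 deg C. Rise in yellow fluorescence (Ex 488/Em 500-530, Acumen) marks blocked Vif-driven A3G degradation.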
12-LOX inh: inhibitors of human 12S-lipoxygenase ALOX12. actives 1.1% (n = 580,000). Potency, µM (highest dose often 108 µM), without a hit: at the top dose activity change, negative = inhibition, most hits filed as inhibitors. P18054. purified 12hLO, xylenol orange hydroperoxide absorbance; also: % is scaled to controls: 0 for no effect and ±100 for the full control effect
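Purified human 12hLO (150 nM final) in 25 mM Hepes, 0.01% Triton X-100, pH 7.0 was preincubated 15 min at room temperature with compound. Then 40 uM arachidonic acid was added, 30 min. Hydroperoxide was read by Fe-XO absorbance ratio 573/405 nm.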
rTrxR1 inhibitor: inhibitors of rat thioredoxin reductase 1; recombinant rTrxR1, NADPH fluorescence consumption, selenite substrate; Potency, µM (series often up to 114 µM), for the others: at the highest dose activity change, negative = inhibition, hits mostly inhibitors; O89049; actives 1% (n = 390,000); also: % is scaled to controls: 0 for no effect and ±100 for the full control effect; nearly all actives have a fitted effect of over 65% in size
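Rat TrxR1 (90 nM in the dispensed reagent) was pre-reduced with 400 uM NADPH for 5 min at room temperature, then incubated with compound for 15 min. After 400 uM selenite was added, NADPH fluorescence (Ex 340/Em 450 nm) was followed for 8 min.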
Vif-APOBEC3F blk: inhibitors of Vif-A3F interaction | actives 0.2% (n = 390,000) | HeLa A3F-eYFP + Vif (tagged APOBEC3F with the HIV-1 protein that degrades it), YFP fluorescence increase | Potency, µM (highest dose often 46.1 µM), without a hit: at the highest dose activity, negative = active; also: % of control where 0% means no effect; nearly all actives have a fitted effect of over 65% in size
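HeLa cells stably expressing Vif plus C-terminally eYFP-tagged A3F were seeded, incubated overnight at 37 deg C, dosed with compound, incubated overnight again at 37 deg C. Yellow fluorescence (Ex 488/Em 500-530) reported blocked Vif-mediated A3F-eYFP degradation.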
RGS4 inhibitor: human RGS4 inhibition; P49798; Transcreener GDP fluorescence polarization, RGS4-accelerated GTP hydrolysis; Potency, µM (doses to about 114 µM), inactives show at the highest dose activity change, negative = inhibition, most hits filed as inhibitors; actives 0.039% (n = 390,000); AID 504845; also: % is scaled to controls: 0 for no effect and ±100 for the full control effect; nearly all actives have a fitted effect of over 75% in size; some results filed as inactive show a strong effect at the top dose
Target sequence (P49798 whole entry, looked up): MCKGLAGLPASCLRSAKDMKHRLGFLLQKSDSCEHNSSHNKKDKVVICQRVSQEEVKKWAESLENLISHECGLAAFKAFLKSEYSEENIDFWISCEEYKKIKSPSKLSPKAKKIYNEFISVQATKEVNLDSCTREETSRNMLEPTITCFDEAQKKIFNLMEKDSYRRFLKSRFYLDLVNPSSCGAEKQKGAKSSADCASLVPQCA
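MLSMR compounds (23 nl, pin-transferred) preincubated 10 min at room temperature with a 500nM (2x) first reagent, then RGS4 at 900nM (2x) plus Transcreener GDP mix added; fluorescence polarization (620/688 nm) read before and after 90 min at 30 °C.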
TrxR1 substrate: is turned over as a substrate by rat TrxR1 | Potency, µM (top dose mostly 114 µM), without a hit: at the highest dose activity change, negative = substrate turnover | AID 588456 | purified TrxR1 substrate turnover, NADPH consumption readout | actives 0.01% (n = 390,000); also: % is scaled to controls: 0 for no effect and ±100 for the full control effect; nearly all actives have a fitted effect of over 50% in size
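Rat TrxR1, dispensed at 90 nM, was prereduced with 400 uM NADPH (final) for 5 min at ~22 deg C, then incubated with compound 15 min before 400 uM selenite. A first-read NADPH fluorescence drop versus no-compound background flagged substrates.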
RXFP1 agonist: RXFP1 (human) receptor agonism; AID 2676; HEK293T-RXFP1 cAMP TR-FRET, 30 min; response scale: percent of porcine relaxin response, buffer zero; Potency, µM (series often up to 57.5 µM), for inactives: at the top dose activation, hits mostly activators; actives 0.3% (n = 370,000); Q9HBX9; also: % is scaled to controls: 0 for no effect and ±100 for the full control effect; nearly all actives have a fitted effect of over 60% in size; many of its hits are not listed in these tables
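HEK293 cells stably expressing RXFP1, treated 30 min at 37C with compounds plus PDE4 inhibitor Ro 20174; cAMP measured by HTRF TR-FRET. Normalized to buffer and 29 nM porcine relaxin; EC50 by Hill fit.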
Numbers without * were called inactive; i = inactive; ? = inconclusive; · = no result given; [ ] = another dose, or the depositor's remark. Calls follow the shape of the dose curve; as a rule, active = well fitted curve in the direction sought with a large enough effect; inconclusive = small, poorly fitted or top-dose-only effect, or another doubt; inactive = no such curve, though single readings can be large; an effect the other way counts as inactive or inconclusive. Potency is read from the fitted curve at half-maximal effect. These rows are one share of the data. The share of hits here may be higher or lower than overall.

Under each structure: USP1 inh, IDH1 R132H inh, Vif-A3G inh, 12-LOX inh, rTrxR1 inhibitor, Vif-APOBEC3F blk, RGS4 inhibitor, TrxR1 substrate, RXFP1 agonist
- CCc1ccccc1NC(=O)Nc1cccn(Cc2ccccc2F)c1=O
→ -25%, -7%, -12%, -3%, 8%, 10%, -12%, -1%, 1.8%
- COc1ccc(CC(=O)Nc2c3c(nn2-c2cccc(Cl)c2)CS(=O)(=O)C3)cc1
→ -12%, 7%, 0%, ?, 3%, -10%, 4%, 7%, 0.3%
- Cc1cccc(NC(=O)c2sc3nc(-c4cc5ccc(O)cc5oc4=O)[nH]c(=O)c3c2C)c1
→ 308%[activator], 20%, 3%, ?, -7%, ?, -2%, -2%, ?
- CCOC(=O)c1c(C)[nH]c(C(=O)COC(=O)CSC)c1C
→ -3%, 8%, 5%, 177%[activator], 7%, -3%, 26%, -11%, 2.0%
- Cc1cc(N2CCC(C(=O)Nc3ccc(F)cc3)CC2)nc(-c2ccccc2)n1
→ -11%, 4%, 4%, -13%, -14%, -9%, -7%, -12%, 2.5%
- O=C(CSc1nc2ccccc2[nH]1)Nc1ccc2c(c1)OCCO2
→ -7%, 6%, 3%, 7%, 1%, -8%, -7%, -9%, 1.8%
- COc1ccc(Br)cc1C(C[N+](=O)[O-])c1c(N)n(C)c(=O)n(C)c1=O (stereo not given)
→ 4%, -15%, ?, ?, ?, -4%, -25%, -3%, 1.7%
- COc1ccc(NC(=O)C(CC(=O)O)Cc2ccc(C)cc2)cc1 (stereo not given)
→ -13%, 3%, 4%, -5%, 13%[57.1 µM], 6%, -19%, -3%[57.1 µM], 0.6%
- Cc1ccc(C)c2[nH]c(=O)c(CCNC(=O)c3ccc(S(=O)(=O)N(C)C)cc3)cc12
→ -19%, 7%, -3%, -4%, 7%, 1%, 8%, 5%, 4.5%
- Cc1cc(C(=O)N[C@H](c2ccccc2)[C@@]2(C)C[C@@H]2[C@@H](C)C(=O)Nc2ccc3ccccc3c2)n(C)n1
→ ?, 2%, -2%, ?, 5%, 7%, -7%, 1%, 3.4%

Remaining list, next part:
Under each structure: USP1 inh, IDH1 R132H inh, Vif-A3G inh, 12-LOX inh, rTrxR1 inhibitor, Vif-APOBEC3F blk, RGS4 inhibitor, TrxR1 substrate, RXFP1 agonist
- CCCS(=O)(=O)c1c(S(=O)(=O)CCC)c2cnccn2c1C(=O)c1ccc(F)cc1
→ ?, -2%, 0%, -22%, 10%, 1%, 6%, 2%, 1.5%
- CCN(CC)CCCn1c2c(c(SCC(=O)Nc3cc(C)on3)nc1=O)CCC2
→ -11%, 1%, 0%, -1%, -9%, -8%, -17%, -2%, -1.3%
- O=C(Cn1ncc2c(=O)oc3ccccc3c21)Nc1cc(F)ccc1F
→ -2%, 20%, -1%, -17%, -5%, -11%, 18%, -3%, -0.4%
- CCc1nnc(NC(=O)CSc2nnc(-c3ccco3)o2)s1
→ -6%, 17%, -1%, 13%, 17%[57.1 µM], 2%, -7%, 10%[57.1 µM], -0.5%
- Cc1ccc[n+](C(C(=S)NCc2ccco2)=C([O-])c2ccccc2Cl)c1
→ -19%, 4%, 0%, -3%, -1%[11.4 µM], -25%, -36%, -11%[57.1 µM], ·
- COc1ccc(C(=O)N(CC2CCCO2)C(C(=O)NC2CCCC2)c2ccc(C)cc2)cc1OC (stereo not given)
→ -19%, -1%, 0%, 0%, -18%, -2%, -19%, -12%, -1.0%
- CCCCCCSc1nc(O)c(C2OC(=O)c3c2ccc(OC)c3OC)c(=O)n1CC (stereo not given)
→ -2%, 5%, -24%, ?, -5%, -1%, 5%, -5%, 0.2%
- COc1ccccc1CNC(=O)c1cccc(Nc2nc3ccccc3n3nnnc23)c1
→ -12%, 0%, -6%, -16%, 87%[activator], -6%, -6%, 206%[activator], ?
- CC1CCN(C(=O)c2[nH]cnc2C(=O)N[C@@H](C)C(=O)OC(C)(C)C)CC1
→ -13%, -3%[38.3 µM], -4%, -5%, 21%, 8%, -12%, 4%, -1.3%
- Cc1nn(-c2ccccc2)c(C)c1NC(=O)COC(=O)c1ccccc1
→ -24%, 0%, -9%, 146%[activator], 15%, -2%, -19%, -3%, 2.2%

Arranged by the number under RGS4 inhibitor (low to high): 3 from the list above
smiles | RGS4 inhibitor
Cc1nn(-c2ccccc2)c(C)c1NC(=O)COC(=O)c1ccccc1 | -19%
O=C(CSc1nc2ccccc2[nH]1)Nc1ccc2c(c1)OCCO2 | -7%
O=C(Cn1ncc2c(=O)oc3ccccc3c21)Nc1cc(F)ccc1F | 18%

Further compounds:
Under each structure: USP1 inh, IDH1 R132H inh, Vif-A3G inh, 12-LOX inh, rTrxR1 inhibitor, Vif-APOBEC3F blk, RGS4 inhibitor, TrxR1 substrate, RXFP1 agonist
- NS(=O)(=O)c1ccc2nc(NC(=O)C3=COCCO3)sc2c1
→ -7%, -9%, 0%, -2%, ?, -4%, 23%, -22%, 0.1%
- O=C1/C(=C\c2ccc(Br)o2)Cc2ccccc21
→ -20%, 6%, -12%, ?, ?, -8%, ?, 0%, -2.0%
- COc1ccc(C(=O)CSc2nnc(-c3cccs3)n2-c2ccccc2)cc1
→ -10%, -2%, -11%, 0%, 15%[57.1 µM], -4%, -24%, 8%[57.1 µM], 3.2%
- COC(=O)C1=CN(c2ccc(OC)cc2)C=C(C(=O)OC)C1c1ccc([N+](=O)[O-])cc1
→ -10%, 18%, -5%, -4%, -3%, 2%, 47%, -3%, -3.0%
- FC(F)(F)c1cc(-c2ccccc2)nc2cc(-c3ccccc3)nn12
→ -20%, 5%, -2%, -14%, 24%, 0%, 8%, 18%, -0.9%
- O=C(C1CCN(c2nc3ccccc3[nH]2)CC1)N1CCN(c2ccccc2)CC1
→ -8%, 12%, 2%, -15%, 15%[57.1 µM], -4%, -22%, 4%[57.1 µM], 4.4%
- O=C(NC1CCCCC1)c1ccc2c(c1)OCCO2
→ -24%, -3%, 4%, -13%, 16%, 0%, -19%, 1%, 8.4%
- Cc1ccc(NC(=O)CC(C)CC(=O)NCc2ccccc2)cc1Cl (stereo not given)
→ -19%, 3%, 1%, 0%, 32%, -9%, -29%, 10%, 0.3%
- C=CCn1c(SCC(=O)Nc2c(C)n(C)n(-c3ccccc3)c2=O)nc2sc(C)c(C)c2c1=O
→ -16%, 5%, 0%, 0%, 6%, -1%, -7%, 10%[57.1 µM], 3.1%
- COc1ccc(-c2c(-c3cc(OC)cc(OC)c3)n(C)c3ccc(-c4ccc(SC)cc4)cc23)cc1
→ -20%, -5%, 3%, 8%, 13%, 2%, 14%, 7%, 0.5%

The final 2 records of the section before come first, to join the parts.
Under each structure: USP1 inh, IDH1 R132H inh, Vif-A3G inh, 12-LOX inh, rTrxR1 inhibitor, Vif-APOBEC3F blk, RGS4 inhibitor, TrxR1 substrate, RXFP1 agonist
- C=CCn1c(SCC(=O)Nc2c(C)n(C)n(-c3ccccc3)c2=O)nc2sc(C)c(C)c2c1=O
→ -16%, 5%, 0%, 0%, 6%, -1%, -7%, 10%[57.1 µM], 3.1%
- COc1ccc(-c2c(-c3cc(OC)cc(OC)c3)n(C)c3ccc(-c4ccc(SC)cc4)cc23)cc1
→ -20%, -5%, 3%, 8%, 13%, 2%, 14%, 7%, 0.5%
- CCCOC(=O)N1CCN(/[N+]([O-])=N/Oc2ccc([N+](=O)[O-])cc2[N+](=O)[O-])CC1
→ ·, ·, -13%, ·, 11µM*, ·, -1%, -11%, ·
- Cc1cc(C)cc(C(=O)NCC(=O)OCC(=O)NCC(F)(F)F)c1
→ -15%, 4%, 0%, -2%, 15%[57.1 µM], 4%, 15%, 5%[57.1 µM], -0.8%
- CCN(C(=O)Cn1c(=O)oc2ccccc21)c1ccc(C)c(C)c1
→ -2%, -12%, -7%, 0%, 21%, 3%, 28%, -3%, -0.4%
- COc1ccc(CC(=O)NC(c2ccccc2)c2ccccc2)cc1S(=O)(=O)N1CCOCC1
→ -5%, 3%, 3%, 0%, 4%, -4%, 15%, -5%, 0.1%
- CCn1c(=O)c2ccccc2n(CC(=O)N2CCCc3ccccc32)c1=O
→ -12%, -6%, 6%, -5%, 11%, 8%, -7%, 0%, -1.3%
- O=C(OCC1CCCO1)c1ccc2c(c1)N(Cc1cccc(Cl)c1)C(=O)c1ccccc1S2(=O)=O (stereo not given)
→ -22%, 10%, 1%, -14%, 12%[57.1 µM], -2%, -21%, -1%[57.1 µM], 4.0%
- CCN(C(=O)COC(=O)C1=COCCO1)c1ccccc1
→ -18%, 4%, 2%, 5%, 43%, 0%, 25%, 7%, 0.0%
- CCn1c(N2CCN(Cc3ccc([N+](=O)[O-])cc3)CC2)nc2ccccc21
→ -16%, -2%, 0%, ?, 10%, -4%, -23%, -3%, 3.0%
- OC(COc1ccc(Cl)cc1)CN1CCC(Cc2ccccc2)CC1 (stereo not given)
→ -15%, 0%, 1%, ?, 22%, -13%, 0%, 5%, -1.0%
- Cc1cc(C)c2nc(C(F)(F)F)nc(NCCCN3CCCC3=O)c2c1
→ -12%, 11%, 1%, ?, 4%, -7%, 11%[56.9 µM], -4%, 3.2%
- O=C(CNc1ccccc1F)N/N=C/C1CC=CCC1 (stereo not given)
→ -15%, -4%, 1%, i, 12%[57.1 µM], 2%, -6%, 5%[57.1 µM], -2.2%
